# Bioassay records (PubChem BioAssay)
# GSIS activator: primary screen for activators of insulin secretion dependent on glucose, INS-1E cells, GLuc reporter luminescence; INS-1E GLuc reporter insulin secretion, 2-3 h; actives 0.61% (n = 370,000); AID 743287; activation, % at 16.6 µM;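 active = lowest replicate activation of at least 40%, so every replicate reaches that level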;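 also: 0% = median of neutral control wells and 100% = median of IBMX positive control wells; some compounds called inactive have numbers as strong as hits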
# ARNT-TACC3 inh: disrupts binding between human ARNT and TACC3; inhibition, % at 9.99 µM; AlphaScreen His-ARNT PAS-B/GST-TACC3 binding, luminescence; TACC3 fragment carries E629A point mutation; AID 623870; actives 0.66% (n = 390,000); Q9Y6A5;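 active = mean inhibition of replicates at least 50% and at least half of replicates each reaching 50%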;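 also: 0% = complete ARNT plus TACC3 wells and 100% = ARNT alone without TACC3; many hits fall short of the cut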
# Starred values were filed as active, the others as inactive.
SMILES,GSIS activator,ARNT-TACC3 inh
COC(=O)CN1C(c2ccccc2O)Nc2ccc(Br)cc2C1c1ccccc1 (stereo unspecified),-48.1,0.3
Cc1ccc(C(=O)c2cc3ccccc3o2)cc1C,4.9,-14.1
N#CC1=C(SCC(=O)NC2CCCCC2)NC(=O)CC1c1ccco1 (stereo unspecified),-2.0,1.7
COCCn1c(SCC(=O)N2CCc3ccccc3C2)nc2cc(Cl)ccc2c1=O,-39.0,-2.5
COc1ccc2c(c1)c(C(=O)N/N=C/c1ccc(O)c(O)c1)c(C)n2C,-1.2,3.3
COC(=O)C1(S(=O)(=O)C2(C(=O)OC)CCCC2)CCCC1,-9.6,-13.2
CCOC(=O)c1c(NCC2CCCO2)c2ccccc2[nH]c1=O (stereo unspecified),9.7,4.1
O=C(N/N=C\c1ccc(CNS(=O)(=O)c2ccc(Cl)cc2)o1)C(=O)Nc1ccc(Oc2ccccc2)cc1,58.3*,-0.7
CC(C)(C)NC(=O)CN(C(=O)c1ccc(CN2CCOCC2)o1)c1ccc2c(c1)OCCO2,2.2,-7.3
COc1ccc(N2CCN(S(=O)(=O)Cc3ccccc3)CC2)cc1,42.6,-14.2
Cc1ccc(Cn2cc(/C=C/C(=O)O)c(-c3ccccc3)n2)cc1,3.1,2.5
C/C(=N\NC(=O)c1c(Cl)cnn1C)c1ccc(NC(=O)c2ccncc2)cc1,-3.0,23.2
Cc1ccc(O)c(C(=O)c2cnc3c(c2)CN(C)C(=O)N3)c1,22.0,-7.2
Cc1nn2c3ccccc3nc2n(C)c1=O,5.6,-4.7
Cc1nn(-c2ccccc2)c(C)c1NC(=O)CCl,6.4,-0.5
Cc1ccc(NC(=O)COC(=O)Cn2cnc3ccccc32)cc1S(=O)(=O)N(C)C,-5.8,-4.9
Cc1ccc(C(=O)N2CCN(c3ccc(NC(=S)NC(=O)Cc4ccccc4)cc3)CC2)cc1,-25.9,-12.7
COc1cccc(S(=O)(=O)Nc2ccc(C(=O)N3CCN(C(=O)c4ccco4)CC3)cc2)c1,-14.4,-5.9
CSc1nnc(-c2ccccc2N=Cc2c(C)[nH]n(-c3ccc4ccccc4c3)c2=O)c(=O)[nH]1,-0.4,18.3
COC(=O)c1sccc1-n1cccc1C(=O)C(=O)N1CCCC1,6.5,2.0
Cc1cccc(NC(=O)c2cnc3n(c2=O)CCS3)c1,9.1,0.8
CCOC(=O)c1c(C)[nH]c(C(=O)COC(=O)COc2ccccc2C=O)c1C,15.4,-0.4
Cn1c(=O)[nH]c(Nc2ccc(F)cc2)c([N+](=O)[O-])c1=O,4.6,-3.9
C=CCn1c(SCc2c(F)c(F)c(F)c(F)c2F)nc(O)cc1=O,-7.3,0.1
COC(=O)c1ccc(-n2nnnc2SCC(=O)Nc2ccccc2C(=O)OC)cc1,-8.0,-1.5
Cc1ccc(NC(=S)NN(C)c2nc(C)cnc2C)cc1,29.6,4.3
CSc1cc(-c2ccccc2)n(Cc2ccccc2Cl)c(=O)c1C#N,-1.9,-5.5
CC(C)C(OC(=O)c1cccs1)C(=O)NCc1cccs1 (stereo unspecified),6.4,-3.8
CCCCC(=O)Nc1ccc(NC(=S)NC(=O)CCCCl)cc1OC,6.2,-2.1
CNc1nc(-c2ccccc2)[n+](-c2ccc(C)cc2)s1,176.2*,6.7
COc1ccccc1/C=C/C(=O)NCC(=O)N/N=C/c1cc(Br)ccc1OC,-30.2,-7.0
COc1cc(C(=O)NCc2ccccn2)ccc1OCc1c(C)noc1C,12.6,-12.5
CCCn1c(C)cc(/C=C(\C#N)C(=O)OCC(=O)NC(=O)NC(C)(C)C)c1C,-28.9,1.0
CCOC(=O)c1nc2ccccc2nc1C,10.2,-19.0
CC1CCCCN1C(=O)Cn1c(=O)n(CCC(=O)NCc2ccco2)c(=O)c2sccc21 (stereo unspecified),9.5,-10.8
COc1ccc(NC(=O)N2CCCC2C(=O)Nc2ccc(C)cc2)cc1 (stereo unspecified),10.3,-6.3
COC(=O)c1nn(-c2ccccc2)ccc1=O,12.0,-6.4
O=C(CSc1nnc(COc2ccccc2)n1-c1ccccc1)c1ccccc1,-19.6,-9.9
CCOC(=O)Cc1csc(NC(=O)c2c(-c3c(F)cccc3Cl)noc2C)n1,-5.5,-2.3
Oc1ccc(N=Nc2cccc(C(F)(F)F)c2)cc1C=Nc1ccc(N2CCOCC2)cc1,-16.7,-5.0
CC(C)CNC(=S)NNC(=O)c1ccc(OC(F)F)cc1,10.7,3.1
CCOC(=O)c1oc2ccccc2c1NC(=O)c1ccc(S(=O)(=O)N(C)C)cc1,-6.6,3.3
COc1cccc(OCCCCN2CC(C)OC(C)C2)c1 (stereo unspecified),9.9,17.6
COCCCNCCCCSc1ccc(Cl)cc1,1.2,-4.1
CCNc1ccc2noc3c2c1C(=O)c1ccccc1-3,13.6,15.8
CCOC(=O)C(NCCCCl)c1ccccc1 (stereo unspecified),9.8,-9.7
CC1(C)C2CCC1(CS(=O)(=O)N1CCOCC1)C(=O)C2 (stereo unspecified),7.3,0.0
C=CCn1c(SCn2nnc3ccccc3c2=O)nc2scc(-c3cccs3)c2c1=O,51.0,25.3
NNC(=O)CSc1c(-c2cccs2)[nH]c2ccccc12,-19.5,13.2
OCCN1CCN(Cc2cc(Br)cc(Br)c2O)CC1,64.1,-27.1
CN1CCN(S(=O)(=O)c2ccc3c(c2)OCCO3)CC1,19.5,-7.4
CCOC(=O)c1c(CN2CCN(C)CC2)n(C)c2cc(Br)c(OC)cc12,-9.7,33.7
COc1cc2[nH]c(=S)n(N(C(C)=O)C(C)=O)c(=O)c2cc1OC,8.3,0.2
Cc1nn2c(NCCCN(C)C)c3c(nc2c1-c1ccccc1)CCC3,38.5,4.6
CCOc1ccccc1N1CCN(Cc2cccc(OC)c2O)CC1,7.8,2.5
Cc1ccccc1C(=O)NN1CCOCC1,12.7,-34.9
C=CCCCCCCCCC(=O)NNC1=CC(=O)CC(C)(C)C1,-12.5,-2.0
Cc1ccc(NC(=O)CN(C)Cc2nc3ccccc3c(=O)[nH]2)c(Br)c1,6.3,6.6
CNc1nc2[nH]c(=O)c3c(c2s1)OC(N)=C(C#N)C3c1cccc(F)c1 (stereo unspecified),15.2,2.0
COc1ccc(-c2cc(C(F)(F)F)n3nc(C(=O)NCc4ccco4)cc3n2)cc1,-8.3,5.7

# More structures follow:
SMILES,GSIS activator,ARNT-TACC3 inh
CC1CN(C2CCN(C(=O)c3ccccc3Cl)CC2)CC(C)O1 (stereo unspecified),4.7,-4.5
Cc1cc(C(=O)CSc2nnc(-c3ccccc3)o2)c(C)n1CC1COc2ccccc2O1 (stereo unspecified),-0.6,-5.8
CC(C)(C)NC(=O)CSc1nnc(Cc2ccc3c(c2)OCO3)n1C1CCCCC1,-8.9,-17.2
CC(=O)Nc1nc(-c2ccc(Cl)cc2)ns1,-11.0,15.0
COC(=O)N/N=C/c1cc([N+](=O)[O-])cc(Br)c1O,-15.3,-7.4
Cc1nc2nc(C)c(CCC(=O)N3CCOCC3)c(C)n2n1,-13.4,-3.9
NC(=O)CS(=O)(=O)c1nc2ccccc2n1Cc1ccccc1F,13.2,-1.3
COC(=O)CC1=Nc2ccccc2NC(=O)C1,-9.2,-4.7
Cc1nn2c(=O)cc(COC(=O)c3ccc(S(=O)(=O)N4CCCCC4)cc3)nc2s1,-6.3,-6.3
CCCCCc1ccc(CC(=O)Nn2c(C)nc3ccccc3c2=O)cc1,-39.4,-1.2
COc1ccc(/C=N/NC(=O)c2cccc(Br)c2)cc1CSc1ccccn1,-36.5,-2.2
Cc1csc(C(C#N)C(=O)c2ccncc2)n1 (stereo unspecified),-3.3,8.6
O=C(CSc1ncn[nH]1)N1CCN(S(=O)(=O)c2ccccc2)CC1,28.8,-2.6
O=c1c2ccccc2ncn1-c1ccc2c(c1)OCCO2,30.8,-5.6
Cc1ccccc1N(CC(=O)N/N=C/c1cc(Br)c(C)o1)S(C)(=O)=O,-6.4,0.5
O=C(Nc1nccs1)c1ccc(COc2ccc(Cl)cc2)o1,-10.1,1.9
COc1ccc(CC(NC(C)=O)C(=O)N2CCN(C(=O)Nc3ccc(Cl)cc3)CC2)cc1OC (stereo unspecified),-14.0,5.8
N#Cc1cccc(NC(=O)CCn2ccnc2)c1,12.6,-0.3
O=C1CC(N(CCc2ccccc2)C(=S)Nc2ccccc2)C(=O)N1c1ccccc1 (stereo unspecified),-22.8,2.1
O=C(NC(=S)NCc1ccc(F)cc1)c1ccccc1,-6.8,3.6
CCCC(=O)Nc1ccc(C(=O)NNC(=O)c2ccco2)cc1,6.8,6.8
Cc1ccc(S(=O)(=O)N(C)c2cc(S(=O)(=O)N3CCC(C)CC3)c(C)cc2C)cc1,-14.5,-10.2
CCOC(=O)CN(Cc1sccc1C)C(=O)Nc1ccc(OC)cc1OC,41.8*,-10.3
Cc1c(C#N)c(N)c(C(=O)c2ccccc2)n1Cc1ccccc1,13.1,8.4
O=C1CCCCC1S(=O)(=O)c1ccccc1 (stereo unspecified),1.1,0.8
O=C(Nc1ccc(Br)cc1)C1CCN(C(=O)c2ccc(F)cc2)CC1,-4.9,-19.6
COc1ccc(-c2cc(C(=O)Nc3c(C)nn(Cc4ccccc4Cl)c3C)no2)cc1OC,-23.7,-8.7
COc1nn(-c2nc(-c3ccccc3)cc(C(F)(F)F)n2)cc1[N+](=O)[O-],10.9,7.2
O=C(Nc1ccon1)c1ccc2c(c1)OCO2,8.8,9.7
Cc1ccc2c(c1)CCCN2C(=O)c1ccc2c(c1)OCO2,53.7*,12.6
O=C(NCC1CCCO1)c1ccc(CS(=O)(=O)c2ccc(Cl)cc2)o1 (stereo unspecified),-14.8,-16.1
CCN(CC(=O)NC(C)C)Cc1nc2sc3c(c2c(=O)[nH]1)CCC3,10.5,-4.3
CCSc1nnc(-c2ccccc2NC(C)=O)c(=O)[nH]1,13.6,2.8
O=C(NCn1cnccc1=O)c1ccccc1,-3.9,-10.7
CO/N=C/NC(=O)N1OC[C@@H]2COc3ccc4ccccc4c3[C@@H]21,-4.6,1.2
COc1ccccc1NC(=S)N(Cc1ccco1)Cc1cc2cc(C)ccc2[nH]c1=O,-33.5,0.1
Cc1ccc(C)c(NC(=S)NC(NC(=O)OCc2ccccc2)C(Cl)(Cl)Cl)c1 (stereo unspecified),-17.2,-3.6
Cc1cc2n(n1)SC(Nc1ccccc1)N2 (stereo unspecified),10.1,-8.3
O=C(Nc1ccccc1C(=O)OCC(=O)c1c[nH]c2ccccc12)c1ccco1,-12.2,-3.9
C/C(CC(=O)Nc1ccccc1C)=N\NC(=O)Cc1csc(N)n1,17.6,-5.5
CCn1ncc(Br)c1C(=O)Nc1cc(C)cc(C)c1,13.3,-5.9

# Gathered by group: those above containing a tert-butyl group
SMILES,GSIS activator,ARNT-TACC3 inh
CC(C)(C)NC(=O)CN(C(=O)c1ccc(CN2CCOCC2)o1)c1ccc2c(c1)OCCO2,2.2,-7.3
CCCn1c(C)cc(/C=C(\C#N)C(=O)OCC(=O)NC(=O)NC(C)(C)C)c1C,-28.9,1.0
CC(C)(C)NC(=O)CSc1nnc(Cc2ccc3c(c2)OCO3)n1C1CCCCC1,-8.9,-17.2

# Quoted from the entries so far for reference:
SMILES,GSIS activator,ARNT-TACC3 inh
Cc1ccccc1N(CC(=O)N/N=C/c1cc(Br)c(C)o1)S(C)(=O)=O,-6.4,0.5
O=C(Nc1nccs1)c1ccc(COc2ccc(Cl)cc2)o1,-10.1,1.9
COc1ccc(CC(NC(C)=O)C(=O)N2CCN(C(=O)Nc3ccc(Cl)cc3)CC2)cc1OC (stereo unspecified),-14.0,5.8
N#Cc1cccc(NC(=O)CCn2ccnc2)c1,12.6,-0.3
O=C1CC(N(CCc2ccccc2)C(=S)Nc2ccccc2)C(=O)N1c1ccccc1 (stereo unspecified),-22.8,2.1
O=C(NC(=S)NCc1ccc(F)cc1)c1ccccc1,-6.8,3.6
CCCC(=O)Nc1ccc(C(=O)NNC(=O)c2ccco2)cc1,6.8,6.8
Cc1ccc(S(=O)(=O)N(C)c2cc(S(=O)(=O)N3CCC(C)CC3)c(C)cc2C)cc1,-14.5,-10.2
CCOC(=O)CN(Cc1sccc1C)C(=O)Nc1ccc(OC)cc1OC,41.8*,-10.3
Cc1c(C#N)c(N)c(C(=O)c2ccccc2)n1Cc1ccccc1,13.1,8.4
O=C1CCCCC1S(=O)(=O)c1ccccc1 (stereo unspecified),1.1,0.8
O=C(Nc1ccc(Br)cc1)C1CCN(C(=O)c2ccc(F)cc2)CC1,-4.9,-19.6
COc1ccc(-c2cc(C(=O)Nc3c(C)nn(Cc4ccccc4Cl)c3C)no2)cc1OC,-23.7,-8.7
COc1nn(-c2nc(-c3ccccc3)cc(C(F)(F)F)n2)cc1[N+](=O)[O-],10.9,7.2
O=C(Nc1ccon1)c1ccc2c(c1)OCO2,8.8,9.7
Cc1ccc2c(c1)CCCN2C(=O)c1ccc2c(c1)OCO2,53.7*,12.6
O=C(NCC1CCCO1)c1ccc(CS(=O)(=O)c2ccc(Cl)cc2)o1 (stereo unspecified),-14.8,-16.1
CCN(CC(=O)NC(C)C)Cc1nc2sc3c(c2c(=O)[nH]1)CCC3,10.5,-4.3
CCSc1nnc(-c2ccccc2NC(C)=O)c(=O)[nH]1,13.6,2.8
O=C(NCn1cnccc1=O)c1ccccc1,-3.9,-10.7
CO/N=C/NC(=O)N1OC[C@@H]2COc3ccc4ccccc4c3[C@@H]21,-4.6,1.2
COc1ccccc1NC(=S)N(Cc1ccco1)Cc1cc2cc(C)ccc2[nH]c1=O,-33.5,0.1
Cc1ccc(C)c(NC(=S)NC(NC(=O)OCc2ccccc2)C(Cl)(Cl)Cl)c1 (stereo unspecified),-17.2,-3.6
Cc1cc2n(n1)SC(Nc1ccccc1)N2 (stereo unspecified),10.1,-8.3
O=C(Nc1ccccc1C(=O)OCC(=O)c1c[nH]c2ccccc12)c1ccco1,-12.2,-3.9

# An excerpt (hit frequency here may not be typical).
